Bioassay records (PubChem BioAssay)
CDK5 p35 inh: blocks human CDK5/p35 kinase activity | Recombinant CDK5/p35, ADP-Glo luminescence, 60 min | Q00535+Q15078 | 0.01% of 330,000 active | inhibition, % at 10 µM;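 active = highest replicate inhibition of at least 50% and at least 75% of replicates reaching 50%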;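 also: plate controls were DMSO neutral control for no effect and GW8510 at 10 µM for full effect; many of its hits are not listed in these tables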
MITF act: MITF TRPM1 promoter activation in melanoma cells. activation, % at 12.5 µM. AID 588334. 0.75% of 300,000 active. SK-MEL-5 TRPM1-promoter luciferase, 24 h; % of positive control, neutral wells = 0;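 active = mean activation of at least 80% with every replicate also reaching 80%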;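 also: 0% = neutral control wells and 100% = parthenolide positive control wells; values of inactives mirror those of a sister screen read the other way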
SR-BI uptake up: activators of SR-BI mediated HDL lipid uptake; 0.096% of 320,000 active; CHO ldlA[mSR-BI] cells, DiI-HDL uptake fluorescence, 3 h; 100 = double the neutral-control signal; activation, % at 12.5 µM;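 active = mean replicate activation of at least 60% and every replicate at or above 60%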;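 also: 0% = median plate neutral-control signal and 100% = twice that signal; values of inactives mirror those of a sister screen read the other way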
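System: LDL receptor-deficient CHO ldlA cells overexpressing murine SR-BI | Timing: 3 h uptake period with compound, 37 °C | Medium: HEPES-buffered (25 mM, pH 7.4) F12 plus 0.5% BSA | Dosing: Single-point compound dose | Signal: Bottom-read fluorescence, 550/595 nm | Read-out: Retained DiI signal reflecting DiI-HDL uptake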
dFosB activator: activators of mouse delta FosB homodimer; purified delta FosB, TAMRA-CDK5 oligo fluorescence polarization; percent of positive-control signal above neutral wells; 0.99% of 340,000 active; P13346; AID 493131; activation, % at 25 µM;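 active = mean activation above about 17%, with every replicate also reaching it, limit read from the data, passing the limit was not always enough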;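 also: fluorescence polarization rise as delta FosB binds a TAMRA Cdk5 AP-1 oligo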
NSD2 HMT inh: inhibitors of human histone methyltransferase NSD2. O96028. NSD2 peptide methylation, AlphaScreen, 120 min. inhibition, % at 12.5 µM. 0.54% of 310,000 active. AID 743445; in the data active = inhibition above about 50%
Arr AP2 block: blocks beta-arrestin peptide binding to AP2 adaptin | 0.31% of 340,000 active | inhibition, % at 10 µM | FITC-arrestin peptide / GST-AP2 beads, flow cytometry; AP2 beta2 appendage carries R879A mutation;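 active = inhibition above a set limit, near 3 SD of compounds lacking own fluorescence, cut at about 54% in these data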;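 also: plate controls were DMSO wells for no effect and 5 µM unlabelled arrestin peptide for full effect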
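test system = AP2 appendage R879A on GSH beads | buffer or medium = PBS plus Tween 20 (0.05%) and BSA (0.1%) | incubation = 12 min plus 1 h, RT | detection = bead flow cytometry, FITC channel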
PKA-R1A act: activates the PKA-R1A holoenzyme complex | P00514+P68181 | PKA-R1A dissociation, Cy5-IP20 fluorescence polarization; scaled: DMSO 0%, 113 µM cGMP 100% | activation, % at 11.4 µM | 0.083% of 340,000 active;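 active = percent activation above the mean of all tested compounds plus 3 SD, cut at about 19% in these data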;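 also: higher means more PKAc released from R1A so a rise in polarization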
SUMO Mot1 rescue: inhibitors of SUMOylation pathway: yeast Mot1-301 growth rescue; S. cerevisiae Mot1-301 growth rescue, ATP luminescence, 38.5C; percent above DMSO median, 100 means doubled; growth rescue, % at 18.8 µM; 1% of 320,000 active; AID 2716;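 active = every valid replicate shows activation above 250% relative to neutral control wells; inactive = the rest, any valid replicate at or below 250%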;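 also: OY570 slx delta 5 strain wells were the positive control but not used for scaling; some compounds called inactive have numbers as strong as hits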
PKA-R2B activ: activators of human PKA-R2B complex; P22694+P31323; PKA-R2B holoenzyme dissociation, Cy5-IP20 fluorescence polarization; R2B truncated from residue 108, S112A mutant; 0% DMSO only, 100% 113 µM cGMP; activation, % at 11.4 µM; 0.079% of 340,000 active;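 active = activation above a cutoff set at the mean over all compounds plus 3 SD, cut at about 18% in these data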;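 also: higher means more holoenzyme dissociation and a rise in polarization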
SR-BI DiI inh: inhibitors of mouse SR-BI mediated HDL lipid uptake. inhibition, % at 12.5 µM. ldlA[mSR-BI] CHO cells, DiI-HDL uptake fluorescence, 3 h. 0.96% of 320,000 active;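 active = mean replicate inhibition of at least 70% and a set share of replicates each scoring 70 or more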;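 also: 0% = median of neutral control wells and 100% = median of positive control wells; values of inactives mirror those of a sister screen read the other way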
DSG3 Ab inh: human desmoglein-3 autoantibody binding inhibition; P32926; DSG3-coupled beads, scFv-anti-DSG3-GFP binding, flow cytometry; active compounds read low; binding (percent of control), % at 10 µM; 0.48% of 310,000 active; AID 588358;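 active = binding more than 3 SD below its plate's average and above zero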;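 also: hits lower antibody fragment binding to DSG3; some compounds called inactive have numbers as strong as hits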
Target sequence (P32926 whole entry, looked up, the tested form may be a part): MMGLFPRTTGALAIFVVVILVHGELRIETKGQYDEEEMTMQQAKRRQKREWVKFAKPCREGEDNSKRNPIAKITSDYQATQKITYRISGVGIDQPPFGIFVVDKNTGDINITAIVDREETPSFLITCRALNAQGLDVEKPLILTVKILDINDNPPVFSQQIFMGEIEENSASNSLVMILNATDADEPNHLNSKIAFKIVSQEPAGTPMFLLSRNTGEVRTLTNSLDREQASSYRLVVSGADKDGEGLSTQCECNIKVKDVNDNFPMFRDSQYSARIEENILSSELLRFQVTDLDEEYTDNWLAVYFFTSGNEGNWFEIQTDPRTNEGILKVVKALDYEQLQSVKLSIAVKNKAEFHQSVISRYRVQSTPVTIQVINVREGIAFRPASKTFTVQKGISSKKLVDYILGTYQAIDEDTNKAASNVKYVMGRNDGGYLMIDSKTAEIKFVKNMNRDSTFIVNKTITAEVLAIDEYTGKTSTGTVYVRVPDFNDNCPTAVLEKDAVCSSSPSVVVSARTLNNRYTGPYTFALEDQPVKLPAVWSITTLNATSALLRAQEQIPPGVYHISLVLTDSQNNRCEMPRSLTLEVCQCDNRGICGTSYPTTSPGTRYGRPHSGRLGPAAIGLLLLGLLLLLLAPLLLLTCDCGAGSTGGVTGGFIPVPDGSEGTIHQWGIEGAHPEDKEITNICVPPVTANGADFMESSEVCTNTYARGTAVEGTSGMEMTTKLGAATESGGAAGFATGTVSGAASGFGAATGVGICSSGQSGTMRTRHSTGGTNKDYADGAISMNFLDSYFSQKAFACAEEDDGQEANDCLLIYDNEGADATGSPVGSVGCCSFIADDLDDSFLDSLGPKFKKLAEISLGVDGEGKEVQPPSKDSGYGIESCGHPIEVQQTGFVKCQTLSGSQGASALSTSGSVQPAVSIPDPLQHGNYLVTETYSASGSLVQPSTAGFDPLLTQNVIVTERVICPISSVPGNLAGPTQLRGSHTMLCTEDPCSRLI
An asterisk follows results filed as active; nt = not tested or not shown.

SMILES	CDK5 p35 inh	MITF act	SR-BI uptake up	dFosB activator	NSD2 HMT inh	Arr AP2 block	PKA-R1A act	SUMO Mot1 rescue	PKA-R2B activ	SR-BI DiI inh	DSG3 Ab inh
CC(C)(C)c1cc(CN2CCC(O)CC2)cc(C(C)(C)C)c1O	-1.0	nt	9	0	-3	-11	2	-21	-9	-9	nt
CCc1ncc(C(O)c2cccc3ccccc23)n1C (configuration not stated)	0.2	-12	3	-11	2	13	-14	526	-5	-3	92
OC1CCN(c2ncnc3nc[nH]c23)CC1	1.6	nt	13	0	nt	-4	-1	154	-8	-13	109
O=C(Cn1c(-c2cncs2)nc2ccccc21)NCCc1ccccc1	-1.7	nt	22	0	nt	17	6	21	-3	-22	103
S=C(NCCc1ccccc1)N/N=C/c1ccc(Cl)cc1	0.8	-9	25	3	-3	-3	-5	60	4	-24	106
O=C(O)c1cc(S(=O)(=O)N2CCN(C(c3ccccc3)c3ccccc3)CC2)ccc1Cl	-1.0	6	-11	-12	1	-13	0	26	4	11	100
COc1ccccc1/C=C/c1ccc2cccc(O)c2n1	3.5	5	-13	-12	2	6	-4	-9	0	13	94
CCOC(=O)Cc1cnc(NC(=O)CSc2nc(N)cc(N)n2)s1	-9.1	0	19	1	6	10	5	2	2	-19	105
O=C(O)c1ccc(NCc2cccs2)cc1	-0.7	2	10	0	0	-13	-6	-5	-6	-10	87
C(=C\c1cccc2ccccc12)/c1nnc(-c2cccs2)o1	1.3	2	2	-9	-5	-2	4	24	-5	-2	97
CC(C)C(NC(=O)c1ccccc1)C(=O)N1CCN(C/C=C/c2ccccc2)CC1 (configuration not stated)	0.8	-7	0	-15	2	28	7	-5	-7	0	105
Cc1ccc(C)c(N(C(=O)c2nsc(Cl)c2Cl)C(C(=O)NC2CCCC2)c2ccc(O)cc2)c1 (configuration not stated)	nt	-3	6	1	-1	-2	-15	2	-9	-6	101
CCOCCC(=O)Nc1nnc(CCc2ccccc2)s1	1.0	nt	8	-4	-3	3	-3	-4	-8	-8	115
COC(=O)CN(c1ccccc1)S(=O)(=O)c1ccc(F)cc1	-1.5	2	nt	5	-7	-2	2	-4	3	nt	108
CSc1ccccc1NC(=O)CN(C)C(C)C(=O)NCc1ccc2c(c1)OCO2 (configuration not stated)	-0.1	-8	8	5	-2	14	-3	25	-19	-8	98
O=c1c2nnn(Cc3ccccc3)c2ncn1-c1ccccc1	-1.1	-8	-13	1	2	-4	-1	-14	-13	13	nt
O=C(OCC(=O)N1CCCC1=O)c1cc(S(=O)(=O)N2CCOCC2)ccc1Cl	0.5	0	-7	0	-3	-4	-1	-5	-8	7	97
Cc1nn2c(COc3ccc(NC(=O)C(C)C)cc3)nnc2c2ccccc12	0.5	18	7	-24	23	-9	-11	3	-1	-7	106
CCOc1cccc(OCCCCN2CCCCC2)c1	-0.3	nt	14	-1	2	3	-1	28	-2	-14	97
Cc1ccc(NC(=O)c2cccc(S(=O)(=O)N3CCCCC3)c2)cc1	1.5	-10	nt	-4	-4	2	-6	170	-9	nt	116
Cc1ccc(S(=O)(=O)N(C)C)cc1NC(=O)COC(=O)Cc1ccccc1F	-0.7	4	5	-1	1	-2	3	8	2	-5	100
CSc1ccccc1NC(=O)CN(C)CC(=O)Nc1ccc(Cl)cc1F	1.4	3	-22	-2	0	27	4	5	-4	22	90
CC(=O)N1CCN(S(=O)(=O)c2cccc(C(=O)NNC(=O)Cn3ccc(C(F)(F)F)n3)c2)CC1	1.1	0	11	0	-5	23	-3	2	1	-11	100
Cc1cc(C)n(-c2ccc(C(=O)N3CCc4ccccc43)cc2)n1	1.0	40	-34	-7	0	20	-1	-13	-3	34	nt
COc1ccc(-c2nnc(SCC(=O)NCc3ccco3)o2)cc1	1.6	-4	2	-2	-1	-3	-11	-2	-5	-2	103
CCCCN1C(=O)/C(=C2\SC(N3CCCCC3)=NC2=O)c2ccccc21	-0.2	107*	-61	-18	13	-3	4	-6	-3	61	100
N#Cc1c(C#N)c(SSc2c(C#N)c(C#N)c(N)n2-c2ccccc2)n(-c2ccccc2)c1N	2.2	-92	-8	-4	7	5	7	nt	-3	8	45
Cc1cccc(NC(=O)c2ccc(C(=O)Nc3cccc(C)c3)nc2)c1	nt	-2	-27	-2	-2	36	1	20	3	27	99
Cc1cc(NC(=O)COC(=O)c2c(C)c(C)c(C)c(C)c2C)no1	1.0	17	-38	1	-1	-8	-7	14	-7	38	nt
NC(=O)CCn1cnc2ccccc21	0.7	0	-12	-8	-1	-3	-15	-17	6	12	105
COc1ccc(NC(=O)C2CCCN2C(=O)NC2CCCCC2)c(OC)c1 (configuration not stated)	-1.0	-21	-10	4	3	4	-3	-1	11	10	98
CCc1ccc(CNC(=O)C2CCCN(S(=O)(=O)N3CC(C)CC(C)C3)C2)cc1 (configuration not stated)	1.8	-1	-20	2	-3	21	0	27	6	20	104
Cn1c(=O)[nH]c(=O)c2c1nc(N1CCN(CCO)CC1)n2Cc1ccccc1	-0.7	8	3	1	-3	-5	-6	-6	-1	-3	104
O=C(c1ccccc1)c1ccc2ccccc2n1	-8.2	33	1	2	-2	0	-3	9	-3	-1	nt
CC(C)(O)CCC(C)(C)O	-0.7	0	8	-1	nt	16	-15	-11	-3	-8	109
O=[N+]([O-])c1ccc2c(c1)CNc1ccccc1O2	0.6	-6	25	-2	7	-3	-10	24	-13	-25	103
COc1c(OC(C)=O)ccc(/C=N\NC(=O)c2ccc(Br)cc2)c1[N+](=O)[O-]	0.5	5	-16	7	7	10	-2	6	-1	16	102
Nc1[nH]nc2nc(NCc3ccccc3)c3c(c12)CCN(Cc1ccccc1)C3	0.8	-11	-8	-5	4	14	-13	-10	-8	8	93
CN1CCN(C(=O)c2cc(Cl)cc(Cl)c2NC(=O)c2ccco2)CC1	1.4	5	29	-2	1	-3	3	5	-2	-29	101
COc1ccc(OC)c(C2NC(=O)NC(C)=C2C(=O)OC2CCCCC2)c1 (configuration not stated)	0.4	2	8	2	-2	-2	-9	4	-4	-8	112

Single records, as listed above.
CC(=O)N1CCN(S(=O)(=O)c2cccc(C(=O)NNC(=O)Cn3ccc(C(F)(F)F)n3)c2)CC1 in the list: CDK5 p35 inh = 1.1; MITF act = 0; SR-BI uptake up = 11; dFosB activator = 0; NSD2 HMT inh = -5; Arr AP2 block = 23; PKA-R1A act = -3; SUMO Mot1 rescue = 2; PKA-R2B activ = 1; SR-BI DiI inh = -11; DSG3 Ab inh = 100
Nc1[nH]nc2nc(NCc3ccccc3)c3c(c12)CCN(Cc1ccccc1)C3 in the list: CDK5 p35 inh = 0.8; MITF act = -11; SR-BI uptake up = -8; dFosB activator = -5; NSD2 HMT inh = 4; Arr AP2 block = 14; PKA-R1A act = -13; SUMO Mot1 rescue = -10; PKA-R2B activ = -8; SR-BI DiI inh = 8; DSG3 Ab inh = 93
O=C(c1ccccc1)c1ccc2ccccc2n1 in the list: CDK5 p35 inh = -8.2; MITF act = 33; SR-BI uptake up = 1; dFosB activator = 2; NSD2 HMT inh = -2; Arr AP2 block = 0; PKA-R1A act = -3; SUMO Mot1 rescue = 9; PKA-R2B activ = -3; SR-BI DiI inh = -1; DSG3 Ab inh = nt

(more compounds)
SMILES	CDK5 p35 inh	MITF act	SR-BI uptake up	dFosB activator	NSD2 HMT inh	Arr AP2 block	PKA-R1A act	SUMO Mot1 rescue	PKA-R2B activ	SR-BI DiI inh	DSG3 Ab inh
CC(C)(C)N/N=C/c1c(O)n(-c2ccc(Cl)cn2)c(=O)c2ccccc12	1.2	-4	-25	-10	2	7	-6	-12	-8	25	97
O=C(COC(=O)COc1ccccc1)NCCc1ccccc1	1.5	4	9	-7	-1	4	-5	-13	-6	-9	98
CC(=O)Oc1c(Sc2ccccc2[N+](=O)[O-])c(C)nn1C(C)(C)C	-0.7	-11	-3	-4	17	16	-17	5	-16	3	116
C=CCn1cc(C(=O)NCCCOCC)c(=O)c2cc(S(=O)(=O)N(CC)CC)ccc21	1.4	0	-18	-5	-1	5	-2	18	12	18	93
CCOc1ccc(N(C(=O)c2ccccc2Cl)C2=NC(C)(C)CS2)cc1	-0.7	25	4	-9	-8	0	4	17	-9	-4	101
CCOC(=O)Cc1csc(NC(=O)c2ccco2)n1	0.8	54	5	8	0	13	-2	-6	-4	-5	100
Cc1c(C)n(Cc2ccccc2)c2ncnc(NCCCN(C)C)c12	0.7	8	6	-2	9	-3	-1	2	-3	-6	93
COc1cc(NC(=O)CSc2nnc(C)s2)cc(OC)c1	-1.9	-2	-17	2	-2	-4	1	126	6	17	101
COc1ccc(CNC(=O)C2CCCN2)cc1OC (configuration not stated)	-0.4	-7	9	1	-4	4	9	0	1	-9	100
Cc1cc(C)c2nc(SCc3ccc([N+](=O)[O-])cc3)nc(C)c2c1	-1.7	-6	-38	-2	1	-4	4	nt	0	38	91
OC(c1ccccc1)(c1ccccc1)C1CCN(C(=S)NCCc2ccccc2)CC1	-0.4	5	-33	-6	-1	2	nt	13	nt	33	102

Just SUMO Mot1 rescue, CDK5 p35 inh and DSG3 Ab inh (two entries from above):
Molecule,SUMO Mot1 rescue,CDK5 p35 inh,DSG3 Ab inh
CC(C)(O)CCC(C)(C)O,-11,-0.7,109
CCOC(=O)Cc1csc(NC(=O)c2ccco2)n1,-6,0.8,100
